S1P3 antagonist = S1P3 receptor antagonists, primary screen, cell-based; 170,000 tested, 0.27% active; CHO S1P3 NFAT-BLA reporter, FRET fluorescence, antagonist mode; Sphingosine 1-phosphate receptor 3 (Homo sapiens), Q99500; inhibition, % at 4.98 µM;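 active means inhibition above the plate cutoff, the mean inhibition of test wells on that plate plus 3 SD, cut at about 28% in these data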;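 further: cells challenged with S1P at its EC80 of 0.8 µM; blue over green emission ratio from cleaved BLA substrate after 4 h stimulation; 0% = S1P-stimulated wells and 100% = unstimulated DMSO-only wells; some compounds past the cut are filed as inactive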
PPARg SRC-2 ag = agonists of PPARg-SRC-2 recruitment, primary screen, biochemical, HTS. Peroxisome proliferator-activated receptor gamma (Homo sapiens), P37231. PPARgamma LBD-SRC-2 recruitment. activation, % at 8 µM. 200,000 tested, 0.34% active. AID 1032, 2008; in the data active means activation above about 22%;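 further: 0% = vehicle and 100% = reference agonist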
Target sequence (P37231 whole entry, looked up, the tested form may be a part): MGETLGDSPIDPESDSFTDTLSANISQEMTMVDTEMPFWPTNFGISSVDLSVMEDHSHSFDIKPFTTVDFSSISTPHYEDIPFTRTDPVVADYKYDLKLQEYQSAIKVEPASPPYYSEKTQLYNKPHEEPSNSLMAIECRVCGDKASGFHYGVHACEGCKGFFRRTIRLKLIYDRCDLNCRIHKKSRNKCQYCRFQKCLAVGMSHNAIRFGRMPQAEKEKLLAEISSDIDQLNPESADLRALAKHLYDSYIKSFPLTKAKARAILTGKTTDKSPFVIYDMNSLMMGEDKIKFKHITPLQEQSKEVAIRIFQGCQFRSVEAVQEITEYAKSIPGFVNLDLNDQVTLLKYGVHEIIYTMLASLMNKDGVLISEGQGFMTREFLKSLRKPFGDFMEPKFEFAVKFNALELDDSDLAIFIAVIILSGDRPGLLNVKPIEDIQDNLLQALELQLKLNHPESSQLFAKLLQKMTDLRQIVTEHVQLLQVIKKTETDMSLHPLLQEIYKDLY
PPARg SRC-3 ag = PPARgamma agonists recruiting SRC-3 coactivator, primary screen, biochemical; Peroxisome proliferator-activated receptor gamma (Homo sapiens), P37231; biochemical PPARgamma/SRC-3 coactivator recruitment assay; activation, % at 8 µM; 200,000 tested, 0.26% active; in the data active means activation above about 23%;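 further: 0% = DMSO and 100% = reference agonist; some compounds past the cut are filed as inactive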
ROMK primary = ROMK potassium channel modulators, primary screen, cell-based, thallium flux, MLSMR library; B-score at 10 µM; ATP-sensitive inward rectifier potassium channel 1 (Homo sapiens), P48048; Tet-inducible ROMK, thallium flux fluorescence; actives lie on both sides; 130,000 tested, 2% active; AID 1918, 2009;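 active means signal ratio slope over the read window, or its plate-corrected B-score, at least 3 SD from the plate mean, either direction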;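 further: B-score of the F/F0 ratio slope over 7 to 12 s after thallium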
TR-FRET SRC-2 ct = TR-FRET signal artefacts, primary screen, artefact control for PPARgamma SRC-2 agonist project, biochemical | 200,000 tested, 0.4% active | TR-FRET artefact counter-screen; hits give high values | TR-FRET ratio at 8 µM; in the data active means TR-FRET ratio above about 2000; further: inactives centre near 1500
PMI act hi M6P = human PMI activators, high substrate, primary screen, biochemical, fluorescence intensity, near-saturating mannose 6-phosphate; Mannose-6-phosphate isomerase (Homo sapiens), P34949; coupled PMI enzyme assay, resazurin fluorescence, 20 min; hits give high values; 1 = untreated enzyme, 0 = substrate-free blank; activation factor at 20 µM; 190,000 tested, 0.34% active; AID 1216, 2008;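 active means activation factor of 2 or more at 20 µM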
Target sequence (P34949 whole entry, looked up): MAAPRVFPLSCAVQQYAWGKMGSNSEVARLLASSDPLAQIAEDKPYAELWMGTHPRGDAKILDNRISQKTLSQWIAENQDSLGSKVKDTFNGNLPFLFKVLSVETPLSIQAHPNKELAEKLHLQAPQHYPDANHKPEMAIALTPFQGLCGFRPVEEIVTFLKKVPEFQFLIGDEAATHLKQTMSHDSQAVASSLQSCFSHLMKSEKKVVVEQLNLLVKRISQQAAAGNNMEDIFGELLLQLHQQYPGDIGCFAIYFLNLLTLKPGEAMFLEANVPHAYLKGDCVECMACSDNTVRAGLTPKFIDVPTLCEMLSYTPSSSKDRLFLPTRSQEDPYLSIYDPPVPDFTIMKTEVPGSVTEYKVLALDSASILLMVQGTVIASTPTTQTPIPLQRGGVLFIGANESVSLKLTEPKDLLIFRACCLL
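Test system: Human PMI in coupled enzyme assay | Input: 15 ng/mL PMI | Medium: HEPES-buffered pH 7.4 with magnesium and detergent | Compound: One concentration, 20 µM, in 1% DMSO | Incubation: Enzyme reaction with compound 20 min at room temperature | Detection: Diaphorase-driven resazurin-to-resorufin fluorescence, excitation 544, emission 590 nm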
PMI activator = activators of human PMI, primary screen, biochemical, fluorescence intensity, near-Km mannose 6-phosphate; AID 1214, 2008; activation factor at 20 µM; 190,000 tested, 0.005% active; Mannose-6-phosphate isomerase (Homo sapiens), P34949; purified human PMI, coupled resazurin fluorescence, 20 min; hits give high values; 1 = vehicle control, 0 substrate-free wells;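 active means activation factor of 2 or more at 20 µM, relative to plate controls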
Diaph inh CS = diaphorase inhibitors and chemical oxidizers, primary screen, counter-screen for diaphorase-coupled primary assays, biochemical, uHTS, resorufin fluorescence. diaphorase resazurin-to-resorufin fluorescence, NADH, 16 min; bacterial (C. kluyveri) enzyme, not human. inhibition, % at 20 µM. 190,000 tested, 0.69% active. AID 1217, 2008;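 active means primary screen inhibition at 20 µM above a set limit, cut at about 50% in these data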;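 further: plate controls were DMSO with full reaction for no effect and wells lacking NADH for full effect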
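Assay system: diaphorase enzyme from Clostridium kluyveri. Quantity: enzyme working solution with 0.14 U/mL diaphorase. Schedule: reaction incubation of 16 min at room temperature. Technique: resorufin fluorescence, excitation 544 nm, emission 590 nm. Controls: No-NADH positive control and DMSO neutral control.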
G6PDH counter = L. mesenteroides G6PDH inhibitors, counter-screen for G6PDH-coupled screening assays, biochemical, Leuconostoc mesenteroides enzyme; glucose-6-phosphate dehydrogenase [Leuconostoc mesenteroides]; Purified L. mesenteroides G6PDH, diaphorase/resazurin coupled fluorescence, 45 min; 200,000 tested, 0.12% active; inhibition, % at 5 µM; in the data active means inhibition above about 50%
Diaph act CS = compounds boosting diaphorase resazurin reduction – biochemical, uHTS, resorufin fluorescence, counter-screen for diaphorase-coupled primary assays, primary screen; Diaphorase/resazurin coupled assay, 16 min; hits give high values; 1 = vehicle wells, 0 = NADH-free wells; activation factor at 20 µM; 190,000 tested, 0.005% active; AID 1229, 2008;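 active means diaphorase activity raised at least twofold by the compound at 20 µM; inactive means activation factor below 2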
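Assay system: bacterial diaphorase enzyme (C. kluyveri) / Input: enzyme 0.07 U/mL final / Medium: 50 mM HEPES pH 7.4 with 4.542 mM MgCl2, 0.005% Tween 20 / Doses: single compound dose of 20 µM, 1% DMSO final / Incubation: 16 min enzyme reaction, ambient temperature / Signal: fluorescence, excitation 544 nm and emission 590 nm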
PPARg SRC-1 ag = PPARgamma agonists recruiting SRC-1 coactivator, primary screen, biochemical; activation, % at 8 µM; 200,000 tested, 0.41% active; Peroxisome proliferator-activated receptor gamma (Homo sapiens), P37231; AID 631, 2007; PPARgamma-SRC-1 coactivator recruitment biochemical assay; in the data active means activation above about 19%;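 further: 0% = DMSO and 100% = reference agonist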
Numbers without * were called inactive; nt = no result given. Not all compounds are listed; rates above refer to the full screens.

item	molecule	S1P3 antagonist	PPARg SRC-2 ag	PPARg SRC-3 ag	ROMK primary	TR-FRET SRC-2 ct	PMI act hi M6P	PMI activator	Diaph inh CS	G6PDH counter	Diaph act CS	PPARg SRC-1 ag
1	CN1CCN(c2cc(N3CCCCCC3)c(F)cc2[N+](=O)[O-])CC1	-10	3	3	-3.6*	1510	0.8	1	20	2	0.8	1
2	CN1CC=C(c2c[nH]c3ccccc23)CC1	-8	-1	5	nt	1647	1	0.9	5	5	0.9	1
3	CC(=O)c1ccc(OC(NC(=O)c2ccco2)C(Cl)(Cl)Cl)cc1 (centres undefined)	nt	11	-1	nt	1609	0.9	0.9	2	8	1	4
4	CN1CCN(c2cc(N3CCCC3)c([N+](=O)[O-])cc2F)CC1	nt	18	16	-0.87	1633	0.9	1	5	3	0.9	8
5	COc1cc(OC)c(OC)cc1/C=C1\C(=O)NC(=O)N(Cc2ccccc2)C1=O	-4	0	-3	0.72	1691	0.8	1	24	3	0.8	-2
6	CC(C)CCN1CCN(Cc2c(F)cccc2Cl)CC1CCO (centres undefined)	-6	-2	3	-0.83	1498	1	1	9	8	0.9	7
7	CC(=NC1CCN(Cc2ccccc2)CC1)c1c(O)n(C)c(=O)n(C)c1=O	-2	-10	-5	-0.56	1449	1	1	8	0	0.9	5
8	COc1ccc(Cn2c(N)c(C(=O)NCc3ccco3)c3nc4ccccc4nc32)cc1OC	9	1	-2	-0.81	1400	0.6	0.9	34	7	0.7	-3
9	CCN(CC)CCN=Cc1c(O)n(CCc2ccccc2)c(=O)[nH]c1=O	nt	-5	1	0.0011	1697	1	1	9	2	0.9	2
10	COc1ccc(-c2nc3ccccc3c(=O)n2-c2nccs2)cc1	nt	-2	-4	nt	1457	0.9	0.9	6	2	0.9	-4
11	OC(c1ccncc1)(c1ccc(F)cc1)c1ccc(F)cc1	-1	2	0	-1.9	1520	1	0.9	2	2	1	-1
12	c1ccc(CN2CCN(Cc3ccc4c(c3)OCCO4)CC2)cc1	nt	9	-2	0.018	1625	1.1	1.1	8	5	0.9	-3
13	O=C(CN1CCOCC1)Nc1ccc(Br)cc1C(=O)c1ccccc1	nt	8	6	-0.98	1664	0.9	1	10	3	0.9	7
14	COc1ncccc1C(=O)NCC(CC(=O)O)c1ccccc1 (centres undefined)	nt	4	3	0.26	1487	1	1	2	4	1	14
15	c1ccc(-c2ccc(-c3n(-c4ccccn4)c4ccccc4[n+]3-c3ccccn3)cc2)cc1	9	-7	4	-1.5	1630	1	1.2	18	2	0.8	-2
16	Cc1c(N=Nc2c(O)n(Cc3ccccc3)c(=O)[nH]c2=O)c(=O)n(-c2ccccc2)n1C	-10	12	7	0.81	1702	0.9	1.1	6	33	0.9	8
17	Cc1ccccc1N1C(=O)CC(=O)N(c2ccccc2C)C1=O	-2	1	-1	0.73	1510	1.1	1.1	0	1	1	6
18	O=C(NC(Oc1ccccc1)C(Cl)(Cl)Cl)c1ccccc1 (centres undefined)	nt	3	4	nt	1615	0.9	0.9	11	9	0.9	3
19	CSc1ccccc1C(=O)C1CCCN(Cc2cccc(C)n2)C1 (centres undefined)	-28	8	2	-0.087	1546	1	0.9	38	10	0.6	17
20	Cc1ccc2c(c1)CCCN2N=O	-14	0	2	1.2	1646	0.8	0.9	16	1	0.8	0
21	CCN1CCN(c2ccc(N)c(C)c2)CC1	-8	2	5	0.024	1422	0.7	1	0	4	1	2
22	CN1CCN(Cc2nc3ccccc3n2C)CC1	-18	1	8	nt	1607	0.9	0.9	16	3	0.8	0
23	N=C1c2ccccc2CN1NC(=O)c1ccc(F)cc1	nt	2	-1	nt	1296	1	0.9	18	5	0.8	-2
24	CC(C)NS(=O)(=O)c1ccc(OCC(=O)N2CCN(Cc3ccc4c(c3)OCO4)CC2)c(Cl)c1	nt	5	6	-0.88	1564	1	0.9	19	4	0.8	6
25	N#CCCn1cc(C(=O)O)c(-c2cccc([N+](=O)[O-])c2)n1	3	-12	2	-0.34	1326	1	1.1	1	15	1	7
26	O=C(CN1CC=C(c2ccccc2)CC1)Nc1cc(Cl)ccc1Cl	-10	2	-3	-0.51	1426	1.1	1.1	0	-22	1	2
27	Clc1ccc2c(c1)C(c1ccccc1Cl)=NCc1nnc(N3CCN(CCSc4ccccc4)CC3)n1-2	nt	-7	4	-0.032	1496	1	1.1	9	12	0.9	-2
28	CCN(CC)c1ccc(N=Cc2c(O)n(-c3ccc(OC)cc3)c(=O)[nH]c2=O)cc1	nt	16	7	0.023	1419	1	0.9	12	-6	0.9	-2
29	N=c1n(CCO)c2ccccc2n1Cc1ccccc1	-8	3	-4	nt	1552	1	1	11	5	0.9	-5
30	COc1ccc(S(=O)(=O)NCc2ccc(C(=O)N3CCC4(CC3)OCCO4)cc2)cc1	nt	1	10	0.045	1535	1	1	8	1	0.9	10

Copied from the list:
Reading of cpd 14 in Diaph act CS: 1
Reading of cpd 12 in Diaph act CS: 0.9

More compounds.
item	molecule	S1P3 antagonist	PPARg SRC-2 ag	PPARg SRC-3 ag	ROMK primary	TR-FRET SRC-2 ct	PMI act hi M6P	PMI activator	Diaph inh CS	G6PDH counter	Diaph act CS	PPARg SRC-1 ag
31	CC(c1ccc(F)cc1)n1cc(C(=O)NCc2ccc3c(c2)OCO3)nn1 (centres undefined)	nt	-5	5	0.93	1641	1	1	11	2	0.9	2
32	CCN1C(=O)c2ccccc2Sc2ccc(C(=O)N3CCC4(CC3)OCCO4)cc21	-9	1	2	-0.3	1878	0.9	0.9	11	5	0.9	9
33	COc1ccc(-n2c(O)c(C(C)=NCCN3CCNCC3)c(=O)[nH]c2=O)cc1	-25	0	16	0.78	1582	0.8	0.9	20	-1	0.8	7
34	N[C@@H](Cc1c[nH]c2ccccc12)c1nnc(SCc2ccc(F)cc2)o1	-19	4	-2	nt	1400	1.1	0.9	2	5	1	-4
35	N#CC1=C(N)Oc2c(c(=O)sc3ccccc23)C1c1cccnc1 (centres undefined)	6	-4	1	0.62	1656	1.1	1.1	3	-2	1	0
36	CN(C)P1(N(C)C)=NC(C(F)(F)F)=NC(C(F)(F)F)=N1	-11	5	-4	0.2	1381	1	0.9	6	8	0.9	1
37	CCOC(=O)C1CCN(/C=C2/C(=O)NC(=O)N(c3ccc(OCC)cc3)C2=O)CC1	1	-3	-13	-0.81	1692	0.9	1.1	11	12	0.9	8
38	CC(=O)c1c(C)n(C(C)C)c2ccc(O)cc12	nt	15	2	-0.38	1561	nt	nt	nt	nt	nt	7
39	O=C(CN1CC=C(c2ccccc2)CC1)NC(=O)NCc1ccccc1	0	6	1	-0.13	1686	1	1	0	5	1	6
40	O=P(OCC(F)(F)C(F)F)(N1CCCCC1)N1CCCCC1	3	3	-8	1.5	1410	1	1	13	-11	0.9	2
41	O=S1(=O)CC2(N3CCOCC3)CCCCC21 (centres undefined)	-2	2	0	0.99	1760	1	1	-4	-10	1	-2
42	Cc1ncc(CN2CCCC(C(=O)c3sccc3C)C2)s1 (centres undefined)	-6	-9	-4	0.076	1510	1	0.9	5	14	1	-5
43	Cc1oc(-c2cccs2)nc1CSCC(=O)N1CCC2(CC1)OCCO2	nt	-2	-5	nt	1726	1	1.1	9	2	0.9	8
44	CN1CCN(c2ccc3nccnc3c2)CC1	3	8	2	-1.3	1592	0.9	1.5	8	12	0.9	-2
45	Cc1ccc2cccc(OC(=O)N(C)c3ccccc3)c2n1	3	7	5	nt	1811	1	1	4	16	1	12
46	Cc1ccc(/C=C2/C(=O)NC(=O)N(C)C2=O)cc1	2	4	-1	nt	1478	1.1	1.1	14	8	0.9	-4
47	Cc1ccc(CN2CCCC(C(=O)c3sccc3C)C2)o1 (centres undefined)	4	5	5	0.11	1526	1.1	1	2	7	1	6
48	CCC1(CC)C(=O)NC(=Nc2cccc(C(F)(F)F)c2)NC1=O	5	3	0	nt	1592	1.1	1	-4	9	1	0
49	COc1cc(CN2CC3CC(C2)c2cccc(=O)n2C3)cc(OC)c1OC (centres undefined)	-67	-2	2	0.13	1562	1.1	1	3	2	1	6
50	C=CCN1C(=O)NC(=O)/C(=C/c2ccc(OC)c(CSc3ccccn3)c2)C1=O	nt	0	4	nt	1526	1.2	1	2	4	1	0

Values in list order from the list.
Entries 23–33 in PMI act hi M6P, in turn: 1, 1, 1, 1.1, 1, 1, 1, 1, 1, 0.9, 0.8

In a second layout: results already given
[44] CN1CCN(c2ccc3nccnc3c2)CC1
[43] Cc1oc(-c2cccs2)nc1CSCC(=O)N1CCC2(CC1)OCCO2
assay / compound | 44 | 43
S1P3 antagonist | 3 | nt
PPARg SRC-2 ag | 8 | -2
PPARg SRC-3 ag | 2 | -5
ROMK primary | -1.3 | nt
TR-FRET SRC-2 ct | 1592 | 1726
PMI act hi M6P | 0.9 | 1
PMI activator | 1.5 | 1.1
Diaph inh CS | 8 | 9
G6PDH counter | 12 | 2
Diaph act CS | 0.9 | 0.9
PPARg SRC-1 ag | -2 | 8

Profiles, looked up by structure.
CCOC(=O)C1CCN(/C=C2/C(=O)NC(=O)N(c3ccc(OCC)cc3)C2=O)CC1 reads S1P3 antagonist = 1; PPARg SRC-2 ag = -3; PPARg SRC-3 ag = -13; ROMK primary = -0.81; TR-FRET SRC-2 ct = 1692; PMI act hi M6P = 0.9; PMI activator = 1.1; Diaph inh CS = 11; G6PDH counter = 12; Diaph act CS = 0.9; PPARg SRC-1 ag = 8
COc1ccc(-n2c(O)c(C(C)=NCCN3CCNCC3)c(=O)[nH]c2=O)cc1 reads S1P3 antagonist = -25; PPARg SRC-2 ag = 0; PPARg SRC-3 ag = 16; ROMK primary = 0.78; TR-FRET SRC-2 ct = 1582; PMI act hi M6P = 0.8; PMI activator = 0.9; Diaph inh CS = 20; G6PDH counter = -1; Diaph act CS = 0.8; PPARg SRC-1 ag = 7

Bioassay records from PubChem BioAssay.
